influenza NS1A: H1N1 influenza NS1A inhibitors, functional cell based assay (AID 504329); NS1A functional cell-based assay, percent inhibition; higher % means a stronger effect; one-dose inhibition, % at 12.5 µM; IC50 in µM for titrated hits; 0.3% of 340,000 active; in the data active = a potency from the dose series; inconclusive = inhibition above about 27% without an active follow-up result; also: strong numbers were not always called active
H37Rv inhibition: M. tuberculosis growth inhibition, HTS (AID 449762); inhibition, % at 25 µM; hits with a dose series show IC50 in µM; 0.59% of 330,000 active; M. tuberculosis H37Rv growth inhibition, 7H9 media; higher % means a stronger effect; in the data active = a potency from the dose series; inconclusive = inhibition above about 70% without an active follow-up result;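 also: bacterial growth assessed after seven days of incubation; strong numbers were not always called active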
inhibitors of VEEV: inhibitors of VEEV TC-83 cytopathic effect, confirmation, Vero cells (AID 588727); Vero cells, VEEV TC-83 cytopathic effect inhibition; higher % means a stronger effect; inhibition, % at 20 µM, or IC50 in µM where a hit was titrated; 0.13% of 350,000 active; in the data active = a potency from the dose series; inconclusive = inhibition mostly from about 14% at the one dose, without a potency; inactive = the rest, 99 in 100 with inhibition below about 12%; also: strong numbers were not always called active
Salmonella PhoP GFP: PhoP regulon inhibitors, Salmonella typhi PhoP promoter GFP reporter, confirmatory (AID 1850) | Salmonella Typhi PhoP-promoter GFP reporter, fluorescence, 4 h; higher % means a stronger effect | one-dose inhibition, % at 50 µM; IC50 in µM for titrated hits | 0.33% of 310,000 active; in the data active = a potency from the dose series; inconclusive = inhibition mostly from about 25% at the one dose, without a potency; inactive = the rest, 99 in 100 with inhibition below about 19%;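 also: 0% = induced wells with vehicle and 100% = uninduced wells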
tuberculosis growth: growth inhibition of non-replicating M. tuberculosis (AID 488890) | Mycobacterium tuberculosis non-replicating, growth inhibition; higher % means a stronger effect | one-dose inhibition, % at 25 µM; IC50 in µM for titrated hits | 0.39% of 320,000 active; in the data active = a potency from the dose series; inconclusive = inhibition mostly from about 82% at the one dose, without a potency; inactive = the rest, 99 in 100 with inhibition below about 76%;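 also: plate controls were DMSO cells for no effect and high antibiotic wells for full effect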
inhibitors of VEEV 10K pilot screen: also measured in inhibitors of VEEV; calls as there; inhibition, %; measured here: 10K pilot screen inhibition
An asterisk follows results filed as active; i = inactive; ? = inconclusive; . = no result given. This is a random part of the collection. Share with any hit: about 1.4%.

SMILES	influenza NS1A	H37Rv inhibition	inhibitors of VEEV	Salmonella PhoP GFP	tuberculosis growth	others
CC(=O)C1C(c2ccc([N+](=O)[O-])cc2)c2c(noc2C)CC1(C)O (stereo not given)	-4%	3%	i	-3%	-3%
CC(=O)C(Cc1ccccc1)NC(=O)CN1c2cccc3cccc(c23)S1(=O)=O (stereo not given)	5%	-10%	0.3%	.	20%
CCc1ccc2c(c1)C(O)(CC(=O)c1cccs1)C(=O)N2 (stereo not given)	4%	10%	i	-19%	-36%
Cc1ccc(NC(=O)CCCc2ccccc2)c([N+](=O)[O-])c1	11%	-9%	i	-6%	?
Cc1ccc(C(=O)Nc2nnc(-c3ccncc3)o2)cc1	0%	?	1.6%	1%	i
Fc1ccc(N/N=C/C=C/c2ccccc2)c(F)c1	10%	?	i	0%	?
O=C(OCn1nnc2ccccc2c1=O)C1CCN(S(=O)(=O)c2cccs2)CC1	-8%	-2%	0.7%	5%	34%
O=C(N/N=C/c1c(Cl)[nH]c2ccccc12)c1sc2ccccc2c1Cl	0%	?	5.2%	3%	-1%
C/C(=N/N=C(/C)c1cccs1)c1cccs1	2%	8%	i	-9%	66%
COCCn1c(-c2ccccc2)cc(C(=O)O)c1C	14%	6%	1.0%	0%	4%
Cc1cc(C(=O)Nc2cccc(/C=C/C(=O)O)c2)c(C)o1	8%	4%	2.2%	-5%	5%
COc1ccccc1NC(=O)NC1(C(=O)NCC2CCCO2)CCCCC1 (stereo not given)	2%	-3%	i	7%	-5%
O=C1C=C(O)CC(c2ccc(Cl)c(Cl)c2)C1 (stereo not given)	-4%	3%	1.9%	-3%	20%
COc1cc(NC(=O)CSc2nnc3ccc(-c4ccncc4)nn23)cc(OC)c1	2%	-4%	9.4%	-6%	-7%
C=CCNC(=O)NC(=O)COC(=O)/C=C/c1cccc([N+](=O)[O-])c1	-9%	6%	1.4%	7%	8%
Nc1cnc(CNc2ccccc2Cl)cn1	2%	4%	i	5%	1%
CN(C(=O)c1ccc(Br)o1)C1CCS(=O)(=O)C1 (stereo not given)	8%	-5%	0.5%	-6%	-11%
CCCCCN(C(=O)CCC(=O)OCC(=O)c1ccc(CCC)cc1)c1c(N)n(CCCC)c(=O)[nH]c1=O	-3%	29%	1.2%	3%	-2%
CC(C)(C)CNc1cc(N2CCCC2)ccc1[N+](=O)[O-]	9%	-1%	i	-10%	-2%
COCC(=O)N(Cc1nc2ccccc2c(=O)[nH]1)Cc1cccs1	5%	0%	i	-1%	30%
CC(C)(O)CNC(=O)C(Cc1ccccc1)N1C(=O)c2ccccc2C1=O (stereo not given)	-22%	-4%	3.0%	7%	-11%
COc1ccccc1C1CC(c2ccco2)=NN1S(C)(=O)=O (stereo not given)	3%	-10%	0.0%	-7%	-5%
CNC(=S)NNc1ccccc1[N+](=O)[O-]	10%	0%	i	-3%	?
O=C(c1ccc(F)cc1)n1ccc(-c2cnc(-c3ccccc3)s2)n1	-4%	-2%	7.0%	-3%	32%
COCCC1CCCCN1C(=O)c1cccc(OC2CCN(C3CCCC3)CC2)c1 (stereo not given)	10%	3%	i	3%	0%
Cc1ccc(N/C(N)=N/c2nc(C(F)(F)F)cc(C(F)(F)F)n2)cc1	1%	1%	2.9%	-3%	4%
O=C(CN1CCCCC1)NC(=O)NC1CCCC1	-4%	4%	0.6%	-11%	-14%
C[C@@H]1O[C@@H](O[C@H]2[C@H](O)[C@@H](O)[C@H](Oc3c(-c4ccc(O)cc4)oc4cc(O)cc(O)c4c3=O)O[C@@H]2CO)[C@H](O)[C@H](O)[C@H]1O	2%	5%	3.9%	.	-1%
CCCCCOc1ccc(C(=O)OC(C)C(=O)NCc2ccco2)cc1 (stereo not given)	-10%	0%	3.8%	-1%	33%
Cc1ccnc(NS(=O)(=O)c2ccc(NS(=O)(=O)c3cccs3)cc2)n1	-7%	0%	2.7%	8%	22%
CC1(C)S[C@@H]2C(C(=O)OCc3ccccc3)NC(=O)N2C1C(=O)OCc1ccccc1 (stereo not given in full)	-10%	-6%	0.7%	-5%	-10%
Cc1ccccc1Cn1nc(C)c(NC(=O)C2c3ccccc3Oc3ccccc32)c1C	-4%	3%	0.7%	-3%	-9%
O=C(O)c1ccc(Cl)c(S(=O)(=O)Nc2ccc(S(=O)(=O)N3CCCC3)cc2)c1	-10%	0%	3.0%	.	8%
CCOc1cc(S(=O)(=O)n2nc(C)cc2C)ccc1Br	-2%	-1%	2.2%	2%	1%
COc1ccc(CC(=O)Nc2nc(-c3ccc(OC)c(OC)c3)cs2)cc1OC	13%	8%	11%	10%	22%
Cc1ccc2nc(-c3ccncc3)[nH]c2c1	10%	2%	0.4%	-7%	2%
Cc1sc2nc(CSC(C)C(=O)NC3(C#N)CCCCC3)[nH]c(=O)c2c1C (stereo not given)	-2%	.	1.3%	.	.
CC(=O)c1ccc(NC(=O)CCC(=O)OCC(F)(F)C(F)F)cc1	-1%	1%	1.9%	3%	-5%
CC(=O)N=c1c(C#N)cc2c(=O)n3ccccc3nc2n1CCCOC(C)C	.	2%	3.8%	4%	-5%
COc1ccc(OC)c(CNC(=O)C2CCCN(S(=O)(=O)N3CCC(C)CC3)C2)c1 (stereo not given)	0%	3%	i	-2%	9%
COc1ccc(C(=O)OCC(=O)NC(=O)NCc2ccccc2)cc1[N+](=O)[O-]	-4%	7%	2.4%	.	-7%
COc1cc(OC)c(N(C)S(=O)(=O)c2cccc(C(=O)OCC(=O)N(C)Cc3ccccc3)c2)cc1Cl	-10%	.	6.9%	.	.
Cc1cc(S(=O)(=O)Nc2ccc(C(=O)N3CC(C)OC(C)C3)cc2)ccc1F (stereo not given)	-3%	13%	0.1%	-4%	3%
COC(=O)Cc1c(C)c2cc(Cl)c(OC(=O)c3ccco3)cc2oc1=O	-10%	-3%	1.9%	3%	31%
O=C(c1ccc(Cl)cc1)C1CCCN(Cc2cnn(-c3ccccc3)c2)C1 (stereo not given)	4%	?	1.8%	4%	?
O=C(Nc1nc(-c2cccs2)cs1)c1ccco1	6%	5%	5.0%	22%	.
O=C(c1ccccc1Sc1ccc([N+](=O)[O-])cc1)N1CCCCC1	-2%	2%	3.7%	-6%	3%
S=C(NCc1cccnc1)Nc1ccc(Cl)cc1	-3%	2%	3.1%	0%	?
C=C(C)CNC(=S)Nc1sc2c(c1C(=O)OCC)CC(C)(C)OC2	5%	2%	0.8%	-2%	9%
CC(C)(Oc1ccc(Cl)cc1)C(=O)NCCCn1ccnc1	-3%	-9%	1.3%	14%	20%
CCCCc1nc(SCC(=O)Nc2nnc(C(C)C)s2)n[nH]1	-17%	5%	i	-8%	3%
Cc1cc(NO)nc(-c2ccc(Br)cc2)n1	13%	-7%	i	1%	74%
CC1CC(C)CN(CC(=O)c2cccs2)C1 (stereo not given)	2%	-13%	0.7%	8%	-4%
O=C(/C=C/c1ccccc1)CCN1CCCCC1	14%	.	i	.	.
COc1cc2cc(C(=O)N3CCN(c4ccccc4OC)CC3)[nH]c2cc1OC	3%	-3%	1.4%	6%	1%
CCN(CC)S(=O)(=O)c1cc(NC(=O)Cc2ccc(S(=O)(=O)N3CCOCC3)s2)ccc1Cl	-1%	.	5.6%	.	.
O=C1CNC(=O)/C(=C/c2ccco2)N1	2%	-3%	1.6%	0%	-25%
CC(CCc1ccccc1)NC(=O)c1ccc(NC(=O)c2cccc(Br)c2)cc1 (stereo not given)	3%	-7%	1.6%	-3%	6%
C=CCNC(=O)c1cccc(Br)c1	2%	-23%	0.2%	11%	12%
O=C1NCC(Nc2ccc(Br)cc2)C(=O)N1 (stereo not given)	-21%	.	i	.	.

By substructure, the compounds so far containing an aryl methoxy group
SMILES	influenza NS1A	H37Rv inhibition	inhibitors of VEEV	Salmonella PhoP GFP	tuberculosis growth	others
COc1ccccc1NC(=O)NC1(C(=O)NCC2CCCO2)CCCCC1 (stereo not given)	2%	-3%	i	7%	-5%
COc1cc(NC(=O)CSc2nnc3ccc(-c4ccncc4)nn23)cc(OC)c1	2%	-4%	9.4%	-6%	-7%
COc1ccccc1C1CC(c2ccco2)=NN1S(C)(=O)=O (stereo not given)	3%	-10%	0.0%	-7%	-5%
COc1ccc(CC(=O)Nc2nc(-c3ccc(OC)c(OC)c3)cs2)cc1OC	13%	8%	11%	10%	22%
COc1ccc(OC)c(CNC(=O)C2CCCN(S(=O)(=O)N3CCC(C)CC3)C2)c1 (stereo not given)	0%	3%	i	-2%	9%
COc1ccc(C(=O)OCC(=O)NC(=O)NCc2ccccc2)cc1[N+](=O)[O-]	-4%	7%	2.4%	.	-7%
COc1cc(OC)c(N(C)S(=O)(=O)c2cccc(C(=O)OCC(=O)N(C)Cc3ccccc3)c2)cc1Cl	-10%	.	6.9%	.	.
COc1cc2cc(C(=O)N3CCN(c4ccccc4OC)CC3)[nH]c2cc1OC	3%	-3%	1.4%	6%	1%

Later entries.
SMILES	influenza NS1A	H37Rv inhibition	inhibitors of VEEV	Salmonella PhoP GFP	tuberculosis growth	others
O=C(CSc1nnc(-c2ccccc2)c(-c2ccccc2)n1)N1CCc2ccccc21	8%	-1%	1.3%	-2%	-3%
COc1ccc(C)c(-n2c(=O)n(Cc3ccccc3)c(=O)c3[nH]cnc32)c1	.	7%	i	9%	4%
Cc1nc2cc(NC(=O)Nc3cccc4ccccc34)ccc2n1C	3%	10%	1.1%	-3%	11%
CNC(=O)Oc1ccc(-c2cn3cc(C)ccc3n2)cc1	14%	5%	0.2%	-1%	18%
Cc1cccc(C(=O)NCC(=O)N2CCC2)c1	-3%	-11%	1.9%	.	-13%
CC(C)=CC(=O)Nc1ccc(S(=O)(=O)Nc2ccccn2)cc1	-2%	-2%	1.7%	7%	-1%
CCN(c1ccc(OC)cc1)S(=O)(=O)c1nnc(NC(=O)c2ccco2)s1	-2%	7%	2.8%	2%	-6%
COc1ccc(Nc2nc(Cl)nc(NCCO)n2)cc1	0%	3%	1.1%	-2%	1%
OCCn1c(CSc2nnc(-c3ccco3)n2-c2ccccc2)nc2ccc(Cl)cc21	4%	-8%	1.9%	8%	12%
Cc1ccc(S(=O)(=O)Nc2ccccc2CNC2CCCCC2)cc1	-7%	9%	1.2%	-15%	5%
Cc1cc(S(=O)(=O)NCCN(C)C)c(C)s1	-4%	9%	i	-5%	7%
CCn1nc(C)c(CN2CCC(n3nccc3NC(=O)c3ccc4c(c3)OCO4)CC2)c1C	-11%	-7%	0.4%	-15%	5%
Cc1ccc(-c2c[nH]c(=S)n2-c2ccccc2F)cc1	-4%	9%	3.7%	5%	-4%
CCOC(=O)c1c(OCC)[nH]c2c1cc(O)c1ccccc12	12%	32%	4.4%	22%	74%
C#CCOCCOCCOCCNc1nc(N2CCOCC2)nc(N2CCN(C(=O)[C@H](CCC(=O)O)n3cc([C@@H](N)CCCCN)nn3)CC2)n1	-3%	-3%	12%	.	-2%
COc1ccc(Cc2nnc(NC(=O)c3cccc([N+](=O)[O-])c3)s2)cc1	3%	-3%	i	2%	52%
S=C(NCCc1ccccn1)Nc1ccc(Cl)c(Cl)c1	-3%	2%	1.1%	1%	69%
O=C(O)c1ccc(N2CC3CC(C2)c2cccc(=O)n2C3)c(NC(=S)Nc2ccc(Cl)cc2Cl)c1 (stereo not given)	-6%	8%	2.0%	-12%	-4%
Cc1cc(C)c(C)c(S(=O)(=O)Nc2ccc(O)cc2)c1C	-5%	-3%	2.0%	-7%	24%
O=C(COC(=O)c1cc(=O)[nH]c2ccccc12)c1cccs1	9%	1%	i	3%	-5%	inhibitors of VEEV 10K pilot screen=0.5
NC(=O)[C@@H]1CCCN1C(=O)c1ccc2oc(CCc3ccccc3)nc2c1	20%	-4%	i	-3%	-11%
Cc1ccc(C(=O)N/C(=C\c2cccs2)C(=O)NCc2ccncc2)cc1	-3%	-6%	2.2%	-5%	-8%
OCCN1CCN(c2ncnc3scc(-c4ccc(F)cc4)c23)CC1	-88%	-4%	0.5%	5%	-6%
Cc1ccc(-n2ncc(C(=O)Nc3cc(Cl)ccc3C)c2C2CCNCC2)cc1C	9%	1%	0.1%	-7%	2%	inhibitors of VEEV 10K pilot screen=0.0
COc1cccc(-c2cc(C(=O)N3CCN(S(=O)(=O)c4ccc(Br)cc4)CC3)[nH]n2)c1	-9%	-1%	0.6%	-2%	15%
CCCSc1nnc2n(C)c(=O)c3c4c(sc3n12)CCC4	2%	9%	6.1%	-8%	9%
Cc1ccsc1/C=N/NC(=O)CNC(=O)c1c(F)cccc1Cl	3%	7%	0.9%	9%	3%
COc1ccc(NC(=S)N2CCNC(=O)C2CC(=O)Nc2ccc(C)cc2)cc1 (stereo not given)	-6%	9%	0.2%	-4%	3%
